Ecoli viability = bacterial growth inhibition, counter-screen for AddAB inhibitors; E. coli V3065 growth, OD600 absorbance, 18 h; inhibition, % at 11.9 µM; 330,000 compounds, 0.27% hits;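 active means inhibition above the campaign's mean inhibition across all tested compounds plus 3 SD, cut at about 9.9% in these data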;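 further: uninfected addAB+ strain grown without phage in ampicillin broth; 0% = DMSO wells and 100% = ciprofloxacin 0.95 µg/ml wells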
PKA-R1A act = activators of PKA-R1A complex; P00514+P68181; PKA-R1A dissociation, Cy5-IP20 fluorescence polarization; scaled: DMSO 0%, 113 µM cGMP 100%; activation, % at 11.4 µM; 340,000 compounds, 0.083% hits; AID 504707;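 active means percent activation above the mean of all tested compounds plus 3 SD, cut at about 19% in these data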;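 further: higher means more PKAc released from R1A so a rise in polarization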
CDK5 p35 inh = blocks human CDK5/p35 kinase activity. Q00535+Q15078. Recombinant CDK5/p35, ADP-Glo luminescence, 60 min. inhibition, % at 10 µM. 330,000 compounds, 0.01% hits;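 active means highest replicate inhibition of at least 50% and at least 75% of replicates reaching 50%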;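 further: plate controls were DMSO neutral control for no effect and GW8510 at 10 µM for full effect; many of its hits are not listed in these tables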
Target sequence (Q00535 whole entry, looked up): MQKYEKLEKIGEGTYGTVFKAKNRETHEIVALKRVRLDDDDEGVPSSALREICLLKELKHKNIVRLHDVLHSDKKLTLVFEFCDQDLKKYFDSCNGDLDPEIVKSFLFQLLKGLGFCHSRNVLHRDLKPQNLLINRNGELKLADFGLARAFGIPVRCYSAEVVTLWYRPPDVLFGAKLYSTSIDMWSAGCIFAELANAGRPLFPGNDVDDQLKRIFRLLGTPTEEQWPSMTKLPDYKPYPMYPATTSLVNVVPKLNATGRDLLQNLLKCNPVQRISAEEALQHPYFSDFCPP
Target sequence (Q15078 whole entry, looked up): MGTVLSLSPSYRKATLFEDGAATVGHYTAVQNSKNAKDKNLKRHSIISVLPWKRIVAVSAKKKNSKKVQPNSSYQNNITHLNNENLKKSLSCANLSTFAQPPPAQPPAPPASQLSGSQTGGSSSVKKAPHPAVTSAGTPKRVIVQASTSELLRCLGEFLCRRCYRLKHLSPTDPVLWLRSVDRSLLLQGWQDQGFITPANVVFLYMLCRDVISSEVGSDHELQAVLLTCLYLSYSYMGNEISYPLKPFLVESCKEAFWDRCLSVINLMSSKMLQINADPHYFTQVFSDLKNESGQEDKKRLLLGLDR
AddAB inh = less growth of phage-infected E. coli with AddAB; inhibition, % at 11.9 µM; AID 435030; 330,000 compounds, 0.29% hits; E. coli expressing H. pylori AddAB, absorbance growth; in the data active means inhibition above about 12%;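 further: 0% = vehicle wells of infected cells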
phage Ecoli inh = E. coli growth loss with phage present; growth absorbance; inhibition, % at 11.9 µM; AID 651602; 360,000 compounds, 0.26% hits; in the data active means inhibition above about 11%
Tat transport = E. coli Tat transport inhibition; AID 488895; E. coli MC4100 TorA-mCherry Tat export, fluorescence; 340,000 compounds, 0.036% hits; inhibition, % at 10 µM;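 active means mean replicate inhibition at least 50% and at least half of replicates individually reaching 50%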;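 further: exported cargo escapes ClpAP degradation while cytoplasmic cargo is degraded and loses fluorescence; 0% = median of neutral control wells and 100% = median of NaSCN control wells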
HTR5A ag ctr = HTR5A agonism, opioid heterodimer counter-screen; AID 504692; HTR5A agonist assay, luminescence, cell-based; 340,000 compounds, 0.61% hits; P47898; activation, % at 9.3 µM; in the data active means activation mostly above about 9.5%, no sharp cut-off; inactive means mostly below about 7.6%;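 further: 0% = cells with vehicle only and 100% = reference agonist; strong numbers were not always called active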
DAGLB inhibitor = blocks human DAGLB lipase activity. HEK293T DAGLB membrane lysate, EnzChek fluorogenic substrate. inhibition, % at 5.17 µM. 340,000 compounds, 0.059% hits. AID 504411; in the data active means inhibition above about 34%;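 further: 0% = enzyme with vehicle and 100% = wells lacking enzyme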
HTR5A inv ctr = inverse agonist of human HTR5A in OPRM1-OPRD1 counter-screen. P47898. 340,000 compounds, 0.083% hits. HTR5A cell line, luminescence, inverse agonism. AID 504634. inhibition, % at 9.3 µM; in the data active means inhibition mostly above about 23%, no sharp cut-off; inactive means mostly below about 18%;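 further: 0% = cells with DMSO and 100% = no-cell wells with DMSO; some compounds called inactive have numbers as strong as hits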
SUMO Mot1 rescue = blocks SUMOylation pathway, rescuing yeast Mot1-301 growth | S. cerevisiae Mot1-301 growth rescue, ATP luminescence, 38.5C; percent above DMSO median, 100 means doubled | growth rescue, % at 18.8 µM | 320,000 compounds, 1% hits;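 active means every valid replicate shows activation above 250% relative to neutral control wells; inactive means the rest, any valid replicate at or below 250%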;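 further: OY570 slx delta 5 strain wells were the positive control but not used for scaling; some compounds called inactive have numbers as strong as hits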
PKA-R2B activ = activators of human PKA-R2B complex; PKA-R2B holoenzyme dissociation, Cy5-IP20 fluorescence polarization; R2B truncated from residue 108, S112A mutant; 0% DMSO only, 100% 113 µM cGMP; activation, % at 11.4 µM; 340,000 compounds, 0.079% hits; AID 504700;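 active means activation above a cutoff set at the mean over all compounds plus 3 SD, cut at about 18% in these data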;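 further: higher means more holoenzyme dissociation and a rise in polarization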
Target sequence (P31323 whole entry, looked up, other chains not shown, the tested form may be a part): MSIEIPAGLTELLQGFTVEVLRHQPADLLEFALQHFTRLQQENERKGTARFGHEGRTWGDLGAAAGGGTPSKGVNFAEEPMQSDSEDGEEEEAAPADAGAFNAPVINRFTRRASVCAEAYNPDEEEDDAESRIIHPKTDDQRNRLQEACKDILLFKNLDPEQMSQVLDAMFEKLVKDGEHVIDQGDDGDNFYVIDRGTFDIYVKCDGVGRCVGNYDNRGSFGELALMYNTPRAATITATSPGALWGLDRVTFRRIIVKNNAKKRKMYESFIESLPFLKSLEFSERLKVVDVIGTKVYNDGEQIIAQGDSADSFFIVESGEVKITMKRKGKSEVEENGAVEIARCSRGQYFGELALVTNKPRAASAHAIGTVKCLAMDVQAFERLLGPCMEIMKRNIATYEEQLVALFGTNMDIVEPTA
* marks the source's active call; other numbers are inactive results; / = no result given.

Every second line gives: Ecoli viability, PKA-R1A act, CDK5 p35 inh, AddAB inh, phage Ecoli inh, Tat transport, HTR5A ag ctr, DAGLB inhibitor, HTR5A inv ctr, SUMO Mot1 rescue, PKA-R2B activ
> Cc1ccc(S(=O)(=O)N(CCO)Cc2ccccc2)cc1
 : -2.8, -3, 0.7, -0.9, 1.6, 1, 11, -2, -29, -12, -12
> CCC(=O)Nc1ccc(S(=O)(=O)Nc2cccnc2)cc1
 : 0.6, -8, -1.6, -2.3, -1.1, -7, -3, -1, 2, 145, 1
> COc1cccc(-c2cnc(NCc3cc(Cl)ccc3O)n2C)c1
 : 2.2, -16, -1.0, 2.6, /, -14, -4, -2, -14, 1, -9
> CCCn1c(N2CCN(Cc3cccc(C)c3)CC2)nc2c1c(=O)[nH]c(=O)n2C
 : -0.7, -15, 0.4, 0.8, 2.7, 5, 5, -2, -13, 21, -10
> CN1c2ccsc2C(O)=C(C(=O)Nc2ccccc2)S1(=O)=O
 : -0.2, 1, -0.9, 0.1, 1.5, 5, 0, 5, 6, 19, 0
> CC1=C(C(=O)Nc2cccnc2)C(c2ccncc2)n2nnnc2N1 (stereo not given)
 : -0.4, -3, -0.7, 2.6, 3.0, 6, -6, 0, 15, 3, 4
> CCN1CC(O)=C(c2nc3ccccc3s2)C1=N
 : 2.4, -4, 0.9, 5.1, 4.3, 5, 6, 3, -15, 0, 1
> COc1ccc(CNC(=S)NC2CCCC2)cc1
 : -1.7, -4, 1.9, 3.5, 1.3, 0, 7, -2, 0, -1, -11
> COC(=O)CSc1nn(-c2ccc(F)cc2)c(=S)s1
 : -0.6, 7, 0.0, 0.2, 0.8, -1, -7, -2, 17, 264, 8
> Cc1nn(Cc2ccc(Cl)cc2Cl)c(C)c1NC(=O)c1ccc(COc2cc(Cl)ccc2Cl)o1
 : 2.6, -11, -1.1, 2.7, -1.9, -1, 1, -8, -7, -2, -15
> CCCn1c(SCC(=O)c2c(C)[nH]c(C)c2C(=O)OCC)nc2ccccc21
 : -1.9, -9, 0.6, 2.7, 3.5, -4, 1, -4, 12, 7, 4
> COc1ccc(/C=N/NS(=O)(=O)c2ccccc2)cc1OS(=O)(=O)c1ccc(C)cc1
 : 2.0, -10, 1.9, 3.5, 2.1, 11, 3, -7, -10, 28, -6
> CCCc1cc(=O)oc2c(CN3CCN(C)CC3)c(O)c(Cl)cc12
 : 0.4, -7, -2.6, -1.4, -0.5, 4, -2, 2, 1, 11, -2
> Cc1ccc(CN(C)C(=O)CN2C(=O)NC(c3ccccc3)(c3ccccc3)C2=O)c(C)c1
 : -1.2, -25, 0.1, 4.4, -0.7, 11, 4, -1, 2, -3, -16
> O=C(/C=C/c1ccc(Cl)cc1)N1CCN(c2ccc(Cl)cc2[N+](=O)[O-])CC1
 : 4.5, -10, -1.6, 3.4, 2.8, 1, 13, 9, -33, /, -11
> O=[N+]([O-])C(=C1NCCN1)C(Cl)=C(Cl)Cl
 : -1.1, -7, 2.1, 2.2, 4.5, -8, 4, 0, -6, /, 1
> O=C(COC(=O)c1ccccc1Br)NCc1ccccc1
 : 1.4, 3, 2.1, 5.6, 1.0, 13, -1, 0, 4, -8, -10
> CCOC(=O)c1cc(-c2ccncc2)nc2c1c(C)nn2C
 : -0.5, 4, 0.9, 1.8, 1.4, -10, -4, -2, -1, 4, -11
> CCn1cc(C(=O)N(C)CC(OC)OC)c(=O)c2cc(S(=O)(=O)N3CCOCC3)ccc21
 : 1.4, -14, -0.7, 2.4, 2.1, -5, 3, 1, 10, -2, -10
> Oc1ccc(/C=N/Nc2ncnc3nc[nH]c23)cc1
 : 0.6, -4, 1.1, 1.0, 2.6, -2, 5, -3, 18, -1, 22*
> COc1ccc(-c2csc(NC(=O)CSc3nc(C)nc4sc(C(=O)O)c(C)c34)n2)cc1
 : 0.4, -10, -0.4, -0.6, 1.1, 4, 6, 0, -16, -20, -8
> CS(=O)(=O)N(CC(=O)N1CCC(C(N)=O)CC1)c1cc(C(F)(F)F)ccc1Cl
 : -0.5, -4, -1.2, 3.6, 4.8, -8, 0, 3, -1, -13, 2
> Cn1c(-c2ccc(Br)cc2)cnc1NCc1cccnc1
 : -1.7, 3, 0.7, -1.2, 3.2, -8, 3, -1, 23, 1, 4
> Cc1cc(C)c(S(C)(=O)=O)c(Sc2ccc(Cl)cc2)n1
 : 0.8, -8, -1.4, 4.4, 3.8, 10, 0, -3, -1, 42, -5
> COc1ccccc1S(=O)(=O)Cc1ccc(C(=O)N2CCN(c3ccccc3)CC2)o1
 : -1.6, 4, -1.0, -1.6, 0.3, 11, 6, 1, -16, -12, -4
> COC(=O)Cc1c(C)c2c(O)cc(C)cc2oc1=O
 : 0.4, -7, 0.5, 2.7, 2.5, -1, -1, 3, 13, /, -5
> CC(C)Cn1c(N)c(C(=O)COC(=O)C2CC(=O)N(c3ccc4c(c3)OCCO4)C2)c(=O)n(C)c1=O (stereo not given)
 : 0.3, -17, -0.7, 0.9, -0.1, 5, 5, -2, -9, 3, 15
> CCOc1ccc(CC(=O)NNC(=S)NCCc2ccccc2)cc1
 : -0.7, 2, -4.2, 3.1, 3.9, -3, 5, 0, -13, 4, -11
> CCC1SC2=NC(C)=C(C(=O)OC)C(c3cccs3)N2C1=O (stereo not given)
 : -0.7, -14, 0.2, 2.9, 2.8, 4, 3, 2, -30, -22, 5
> Cc1c(/C=C/C(=O)c2ccc(O)cc2)cnn1C
 : 0.3, -4, -1.7, 1.3, -0.1, 5, -2, -1, 2, -16, 4
> O=C(O)c1ccccc1CSc1nc2ccccc2o1
 : -2.4, -5, 3.4, 0.4, 1.1, -1, 3, -1, -6, 320*, -7
> CSc1ccc(CN2CCN(Cc3ccccc3)C(CCO)C2)cc1 (stereo not given)
 : -0.2, -5, 0.5, 1.0, 2.5, 8, -2, -1, -11, 14, -3
> Cc1ccc(C(=O)NCc2ccccn2)cc1Cl
 : -2.7, -13, 0.4, -1.6, 4.3, 1, -1, -1, 5, -3, -9
> Cc1ccccc1S(=O)(=O)Cc1ccc(C(=O)NCCN2CCN(Cc3ccccc3)CC2)o1
 : -4.3, 7, 1.9, -1.7, 0.5, 1, -10, -1, -6, 242, -3
> Clc1ccc(-c2nc(NCCCN3CCOCC3)c3ccccc3n2)cc1
 : 0.0, /, 0.2, 1.2, 1.5, 4, /, /, /, -4, /
> CCCN1CCN(CCCNC(=O)CCN2C(=O)COc3ccccc32)CC1
 : -0.2, 12, /, 0.9, 2.0, -9, 4, -6, -19, -8, -1
> CC1CCCN(C(=O)C2CCN(c3nc(-c4ccccc4)nc4c3CCC4)CC2)C1 (stereo not given)
 : -0.3, 7, -1.9, 0.4, 0.4, 7, 0, -4, 11, 16, -6
> CC1CCN(S(=O)(=O)c2ccc(C(=O)OC(C)C(=O)N(C)C3CCCCC3)cc2)CC1 (stereo not given)
 : 0.6, 6, -0.6, 2.9, 2.6, -2, 1, 1, 6, -14, -5
> COC(=O)COc1ccc2c(=O)c(-c3ccccc3OC)coc2c1
 : -0.7, -10, 0.0, 2.5, 6.9, -12, -2, -2, 5, -15, 12
> Cc1cc(C)n(-c2cc(N3CCN(S(=O)(=O)c4ccc(C)c(C)c4)CC3)ccc2[N+](=O)[O-])n1
 : -0.8, -2, -0.5, 1.3, 4.2, -11, 2, -2, -4, -2, 3
> O=[N+]([O-])c1ccc(N2CCOCC2)cn1
 : 0.0, -6, 2.0, 1.6, 4.0, 4, -2, 0, 5, 10, 1
> O=C(N/N=C/c1ccc2c(c1)OCO2)c1cc2ccccc2o1
 : -0.7, 0, -0.1, -0.6, 0.8, 1, -4, -2, 3, -4, 13
> Cn1cc(/C=C/c2cc[n+](C)cc2)c2cc(Cl)ccc21
 : -0.2, 9, 0.6, 2.4, -1.0, -18, 3, -37, -11, -17, 5
> COc1cc(OC)c2c(-c3cccc(-c4ccc(N(C)C)cc4)c3)cc(=O)oc2c1
 : 0.2, -7, 2.7, 1.1, -0.7, -4, -1, -1, 4, /, 0
> CCC(C)[C@H]1CNC(=S)N1CCc1cccc2ccccc12 (stereo not given in full)
 : 0.2, -13, 0.9, 1.0, 1.5, 13, 1, -1, -16, 172, 11
> CC(C)(C)c1ccc(C(=O)NCCC(=O)NNC(=O)COc2ccccc2F)cc1
 : -1.3, -1, 1.5, 0.7, 1.8, 2, 2, 1, -7, -6, 0
> CCSc1nsc(NC(=O)Nc2cccc(OC)c2)n1
 : 8.4, -7, 1.1, 6.5, 7.3, -14, 4, 2, -15, -2, -4
> COc1ccc(C2CC(c3ccccc3)=NN2C(=O)c2ccc(Cl)c([N+](=O)[O-])c2)cc1 (stereo not given)
 : -1.2, -5, -0.7, -0.1, 3.2, -4, -4, -4, -3, 9, 0
> COc1ccc(C2NCCO2)cc1OC (stereo not given)
 : 1.4, -3, 0.5, 2.5, 1.1, -4, 8, -3, 3, -16, -10
> COc1cccc(CN(C)CC(=O)Nc2cc3oc4ccccc4c3cc2OC)c1
 : 0.1, -10, -1.1, 2.0, 1.5, -3, 9, -14, -10, -9, -10
> O=C(CCn1cnc2ccccc2c1=O)Nc1ccc(Cl)c(Cl)c1
 : -0.2, 1, -0.4, 1.8, 1.4, 3, 2, 0, 21, 841, -3
> CC(C)(C)NC(=O)C(c1ccc(F)cc1)N(Cc1ccco1)C(=O)c1csnn1 (stereo not given)
 : -2.5, 2, -0.4, 2.5, 1.1, -21, 1, -1, 13, -4, -4
> CC12CC(NC(=O)N1c1cccc(C(=O)Nc3ncn[nH]3)c1)c1ccccc1O2 (stereo not given)
 : -2.1, -16, 1.7, 1.9, 2.6, 0, 2, 1, 4, -4, -1
> CC(NC(=O)c1ccccc1)c1nnc(SCC(=O)Nc2nnc(C3CC3)s2)n1C (stereo not given)
 : 0.1, -6, -0.7, -0.4, 1.5, -5, 5, -2, -13, -9, -3
> CCCN(C(=O)CCl)C1=CCCCC1
 : 1.0, -10, 0.6, 2.5, 2.7, -6, -4, -4, 12, 32, -8
> COc1ccc(CCC(=O)NCCOc2ccc(C)cc2)cc1
 : 0.2, -1, 0.8, 3.0, 2.1, -16, 3, -2, -11, 156, 1
> Cc1cc(C(=O)NN)n[nH]1
 : -2.6, -4, 0.2, 1.5, 2.9, 4, -5, -2, 24, 590*, 0
> O=[N+]([O-])c1ccccc1/C=C/C=N/n1c(-c2ccccc2F)n[nH]c1=S
 : 1.8, -7, -2.8, -0.7, 1.3, 0, -1, 3, -1, -13, -6
> Cc1cc(C)cc(N(C(=O)Cc2cccs2)C(C(=O)NC2CCCCC2)c2ccccn2)c1 (stereo not given)
 : 2.9, -6, 0.8, 0.6, 0.5, 3, -6, 0, 15, -56, -4
> CC(C)Cn1c(N)c(C(=O)COC(=O)c2ccccc2Cl)c(=O)n(C)c1=O
 : 2.6, 8, -1.5, 3.2, 1.2, 8, -3, 1, 10, /, -6
> O=C(COc1ccc2c3c(c(=O)oc2c1)CCC3)NCC(O)c1ccccc1 (stereo not given)
 : -1.1, -7, -0.4, 2.4, -0.4, -2, 0, 1, -2, 21, -2
> Cc1ccc(NC(=S)c2nc3ccccc3[nH]2)cc1
 : 7.6, -10, 0.1, 3.8, 1.4, -5, 5, -2, -14, -7, -4
> COc1ccccc1N1CCN(Cc2cc3c(cc2[N+](=O)[O-])OCO3)CC1
 : 1.6, 4, 2.3, 4.7, 1.6, 4, 0, -5, -19, 7, -5

Compound activity deposited in PubChem BioAssay by several laboratories.
